# High-throughput results as filed in PubChem BioAssay.
# Salmonella PhoP GFP: Inhibition of PhoP regulon, Salmonella typhi GFP reporter cells, confirmation, 4 h (AID 1850). Salmonella Typhi PhoP-promoter GFP reporter, fluorescence, 4 h; higher % means a stronger effect. inhibition, % at 50 µM; hits with a dose series show IC50 in µM. hit rate 0.33% among 310,000; in the data active = a potency from the dose series; inconclusive = inhibition mostly from about 25% at the one dose, without a potency; inactive = the rest, 99 in 100 with inhibition below about 19%;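 also: 0% = induced wells with vehicle and 100% = uninduced wells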
# inhibitors of VEEV: inhibitors of VEEV TC-83 cytopathic effect, confirmation, Vero cells (AID 588727); hit rate 0.13% among 350,000; Vero cells, VEEV TC-83 cytopathic effect inhibition; higher % means a stronger effect; inhibition, % at 20 µM, or IC50 in µM where a hit was titrated; in the data active = a potency from the dose series; inconclusive = inhibition mostly from about 14% at the one dose, without a potency; inactive = the rest, 99 in 100 with inhibition below about 12%; also: strong numbers were not always called active
# tuberculosis growth: growth inhibition of non-replicating M. tuberculosis (AID 488890) | inhibition, % at 25 µM, or IC50 in µM where a hit was titrated | hit rate 0.39% among 320,000 | Mycobacterium tuberculosis non-replicating, growth inhibition; higher % means a stronger effect; in the data active = a potency from the dose series; inconclusive = inhibition mostly from about 82% at the one dose, without a potency; inactive = the rest, 99 in 100 with inhibition below about 76%;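 also: plate controls were DMSO cells for no effect and high antibiotic wells for full effect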
# H37Rv inhibition: M. tuberculosis growth inhibition, HTS (AID 449762); M. tuberculosis H37Rv growth inhibition, 7H9 media; higher % means a stronger effect; inhibition, % at 25 µM; hits with a dose series show IC50 in µM; hit rate 0.59% among 330,000; in the data active = a potency from the dose series; inconclusive = inhibition above about 70% without an active follow-up result;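 also: bacterial growth assessed after seven days of incubation; strong numbers were not always called active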
# H1N1 NS1A inhibition: NS1A inhibition, H1N1 influenza, cell based functional assay (AID 504329); hit rate 0.3% among 340,000; inhibition, % at 12.5 µM, or IC50 in µM where a hit was titrated; NS1A functional cell-based assay, percent inhibition; higher % means a stronger effect; in the data active = a potency from the dose series; inconclusive = inhibition above about 27% without an active follow-up result; also: strong numbers were not always called active
# inhibitors of VEEV 10K pilot screen: also measured in inhibitors of VEEV; calls as there; inhibition, %; measured here: 10K pilot screen inhibition
# * = called active by the depositor; i = inactive; ? = inconclusive; nt = no result given. The order is random; overall some 1.4% were active at least once.
# Start of the data: the first three records (preview)
SMILES,Salmonella PhoP GFP,inhibitors of VEEV,tuberculosis growth,H37Rv inhibition,H1N1 NS1A inhibition,others
OC1(C#CCN2CCCC2)CCCCC1,-7%,0.7%,-16%,-4%,-3%,
CCOC(=O)CC(=O)CSc1ncnc2c1nnn2-c1ccc(OC)cc1,-5%,i,11%,4%,-3%,
Cc1ccc(CN2CC(C(=O)Nc3ccc(S(=O)(=O)N4CCCCC4)cc3)CC2=O)cc1 (stereo not given),4%,0.6%,24%,6%,6%,

# Main list, repeating the preview:
SMILES,Salmonella PhoP GFP,inhibitors of VEEV,tuberculosis growth,H37Rv inhibition,H1N1 NS1A inhibition,others
OC1(C#CCN2CCCC2)CCCCC1,-7%,0.7%,-16%,-4%,-3%,
CCOC(=O)CC(=O)CSc1ncnc2c1nnn2-c1ccc(OC)cc1,-5%,i,11%,4%,-3%,
Cc1ccc(CN2CC(C(=O)Nc3ccc(S(=O)(=O)N4CCCCC4)cc3)CC2=O)cc1 (stereo not given),4%,0.6%,24%,6%,6%,
CC(CO)N1CCS(=O)(=O)CC1 (stereo not given),14%,1.1%,-2%,-9%,8%,
CC(=O)N(C1=NCCCS1)c1ccc(F)cc1,-2%,3.8%,11%,-1%,-8%,
O=C(c1ccccc1Br)N1CCn2c1nc1ccccc12,-7%,1.3%,-22%,-8%,2%,
O=C(CSc1nc2ccccc2c(=O)n1Cc1ccco1)NCCN1C(=O)CSC1=O,1%,0.0%,-9%,-4%,8%,
OCC[C@H]1C[C@@H](O)[C@H](O)[C@]2(CCCO2)O1,-3%,i,-9%,-1%,-2%,
COC(=O)c1cc(OCC(=O)Nc2ccc3c(c2)CCC3)cc(C(=O)OC)c1,nt,2.9%,14%,0%,-4%,
COc1ccccc1-n1c(CNC(=O)COc2ccccc2)n[nH]c1=S,-4%,i,3%,-2%,-4%,
CC(=NCCCNC1CCCCC1)C1=C(O)CC(C)(C)CC1=O,-9%,1.6%,-15%,-2%,-14%,
COc1ccc(N2CCN(S(=O)(=O)c3cc4c5c(c3)C(C)C(=O)N5CCC4)CC2)cc1 (stereo not given),10%,1.2%,13%,1%,-6%,
COc1ccc(NC(=O)c2oc3ccccc3c2CSC)cc1S(=O)(=O)N1CCOCC1,nt,1.1%,nt,-2%,1%,
CCc1c(-c2ccccc2)nc2sc3c(c2c1N)CCCC3,2%,0.1%,1%,1%,-16%,
Cc1ccc(C)c(NC(=O)NCc2ccccn2)c1,-2%,0.3%,11%,-6%,15%,
CC1CC(C)CN(CC(=O)NNC(=O)COc2ccc(Cl)cc2)C1 (stereo not given),nt,i,-11%,-7%,-16%,
COc1ccc(-c2nc(CSCC(=O)N3CCc4ccccc4C3)c(C)o2)cc1OC,-13%,9.5%,20%,-4%,3%,
O=C(c1ccco1)N1CCN(C(=O)c2cc3ccccc3oc2=O)CC1,-5%,1.9%,-14%,2%,0%,
CCCCN(C)C(=O)c1sc2ncn(CC)c(=O)c2c1C,0%,0.6%,-13%,-7%,-6%,inhibitors of VEEV 10K pilot screen=0.3
COC(=O)c1cc(S(=O)(=O)NCC2CCN(Cc3cc(C)ccc3C)CC2)cn1C,-2%,1.0%,2%,-2%,3%,
O=C(Cn1nc2n(c1=O)-c1ccccc1SC2)N/N=C/c1ccncc1,9%,0.9%,-12%,-6%,4%,
COCCNC(=S)N1CCN(c2nc(-c3ccccc3)cs2)CC1,-3%,1.3%,30%,7%,-4%,
Cc1ccc(-n2nnnc2-c2cnc(-c3cccnc3)nc2C(F)(F)F)cc1,-4%,8.8%,14%,-10%,1%,
COc1cccc(NC(=O)CSCc2cc(=O)n3ccsc3n2)c1,-10%,i,-3%,5%,-4%,
Cc1ccc(C)c(NC(=O)CSc2ccc(-c3ccco3)nn2)c1,-3%,1.2%,32%,-12%,16%,
Cc1nc(N2CCN(c3ccccc3)CC2)nc2c1C(=O)CC(c1ccccc1)C2 (stereo not given),2%,i,11%,-3%,3%,
O=C(Nc1ccc(S(=O)(=O)N2CCCCC2)cc1)C1CC(=O)N(c2ccc(F)cc2)C1 (stereo not given),3%,6.8%,8%,-8%,1%,
CC(=O)Nc1ccccc1C(=O)C(=O)O,-6%,i,-22%,-4%,-29%,
CC(C)CN1CC(COCc2ccccc2)Oc2ccccc2S1(=O)=O (stereo not given),nt,i,nt,nt,-6%,
CCOC(=O)N1CCN(C(=O)c2c[nH]c3ccc(S(=O)(=O)N(C)c4ccc(F)cc4)cc3c2=O)CC1,9%,2.3%,19%,6%,3%,
O=C(COc1ccc(Cl)cc1Cl)N/N=C/c1ccccn1,7%,1.0%,?,2%,-13%,
CC(C)CN(C(=O)CN1CCN(c2ccc(F)cc2)CC1)c1c(N)n(CC(C)C)c(=O)[nH]c1=O,0%,1.0%,6%,-5%,-5%,
Cc1nnc(SC(C)C(=O)NC2CCCCC2)s1 (stereo not given),nt,i,nt,nt,4%,
Cc1nc2ccccc2n1C1CC(=O)N(Cc2ccccc2)C1=O (stereo not given),-7%,i,-6%,-5%,-3%,
CC(=O)c1nc(N2C(=O)C3CC=C(C)CC3C2=O)sc1C (stereo not given),-6%,2.1%,3%,2%,0%,
CCS(=O)(=O)N1Cc2ccccc2CC1C(=O)Nc1cccc(OC)c1 (stereo not given),2%,0.2%,8%,0%,-2%,
CCn1c(C)c(C(=O)NCCc2ccccc2)c2cc(OC)ccc21,5%,0.5%,8%,8%,-15%,
C=CCc1ccc(OCCCOc2ccc(C(=O)O)cc2)c(OC)c1,-6%,1.2%,23%,8%,4%,
COCCN(C(=O)c1ccc(-c2ccc(Cl)cc2)o1)c1c(N)n(Cc2ccccc2)c(=O)[nH]c1=O,4%,?,22%,11%,-5%,
CCOC(=O)c1c(NC(=O)CSc2nnnn2C)sc(C)c1C,-8%,i,1%,6%,1%,
CC(C)(C)NC(=O)CCN(/N=C/c1ccncc1)C1=NS(=O)(=O)c2ccccc21,-6%,0.5%,-15%,3%,14%,
Cc1ccc(-n2sc3ccccc3c2=O)cc1S(=O)(=O)N1CCCCC1,-3%,2.0%,?,-1%,-11%,
O=c1[nH]cnc(O)c1C(c1ccc(Br)cc1)c1c(O)nc[nH]c1=O,17%,0.8%,-5%,6%,-5%,
CCc1ccc(NC(=O)c2cc3c(C)nc4ccccc4c3o2)cc1,-6%,7.2%,?,?,3%,
O=C(COC(=O)c1ccc(Sc2ccccc2)c([N+](=O)[O-])c1)NC1CCCc2ccccc21 (stereo not given),6%,2.4%,-9%,-2%,3%,
COc1ccc(NC(=O)C2C3C=CC(O3)C2C(=O)NCc2cccnc2)cc1 (stereo not given),1%,i,9%,90%,-12%,
CCc1cc2c(cc3c(=O)n(CC(=O)N4CCN(c5ccccn5)CC4)nc(CC)n32)s1,-6%,1.1%,4%,0%,6%,
CCNc1nc(N)c(C(=C(C#N)C#N)c2ccccc2)s1,-6%,7.6%,-2%,-8%,1%,
COc1cccc(N(CC(=O)NC2CCCCC2)C(=O)CCC(=O)Nc2nc(C)cs2)c1,9%,3.4%,34%,3%,-6%,
CCCc1ccc(O)c(N=Cc2cc(Br)cc(OCC)c2O)c1,-7%,i,54%,9%,4%,
COc1cc2c(cc1OC)C(C)N(C(=O)c1ccc(C)o1)CC2 (stereo not given),-14%,i,3%,-4%,-3%,
CCN(CCO)c1ncnc2c1sc1nc(CC(C)C)c3c(c12)CC(C)(C)OC3,-2%,i,28%,8%,-17%,
CCOC(=O)c1c(-c2ccc(C)cc2)csc1NC(=O)c1cccc(N2C(=O)CCC2=O)c1,-1%,i,-4%,2%,-8%,inhibitors of VEEV 10K pilot screen=0.9
COCCCNc1nc2nonc2nc1N1CCC(C(C)N2CCOCC2)CC1 (stereo not given),10%,i,-12%,2%,0%,
COc1cc(NC(=O)C(=O)NCCN2CCNCC2)c(OC)cc1Cl,6%,0.5%,-3%,0%,8%,inhibitors of VEEV 10K pilot screen=0.2
C=CCOC(=O)C1=C(C)NC(SCC(=O)Nc2ccccc2)=C(C#N)C1c1ccco1 (stereo not given),2%,0.8%,8%,0%,-6%,
Cc1nc2ccc(Cl)cn2c1C(=O)NN,6%,0.9%,-4%,-3%,11%,inhibitors of VEEV 10K pilot screen=1.0
O=C(Cc1ccc([N+](=O)[O-])cc1)Oc1ccccc1,nt,1.6%,nt,nt,1%,
CCn1cc(CN2CCC(n3nccc3NC(=O)Cc3ccccc3)CC2)cn1,-6%,0.5%,1%,6%,16%,
CC(C)(C)c1ccc(C(=O)Cn2nc(C(=O)O)c3ccccc3c2=O)cc1,-1%,1.5%,10%,9%,25%,
# The list goes on.
SMILES,Salmonella PhoP GFP,inhibitors of VEEV,tuberculosis growth,H37Rv inhibition,H1N1 NS1A inhibition,others
NC(=O)C(=O)N/N=C/c1cccc(C(F)(F)F)c1,-8%,0.6%,-2%,7%,-3%,
COc1ccc(N=C2SC(C(=O)O)CC(=O)N2Cc2ccc(OC)c(OC)c2)cc1 (stereo not given),-4%,3.1%,17%,0%,3%,
CCOC(=O)C1(CCc2ccccc2)CCN(Cc2ccc(C(=O)OC)cc2)CC1,-2%,0.8%,59%,?,-1%,
O=C(CCC(=O)OCc1ccc(Br)cc1)Nc1ccccc1,-11%,i,-28%,-11%,-9%,
COC(=O)c1c(NC(=O)C2SC(=NC3CCCCC3)C(C(N)=O)=C2N)sc2c1CCCC2 (stereo not given),-16%,3.2%,-6%,-9%,-3%,
Cc1ccc(C2C3=C(CC(C)(C)CC3=O)Nc3n[nH]c(C)c32)cc1 (stereo not given),-3%,3.0%,3%,-4%,-1%,
O=C(Nc1ccc2c(c1)OCO2)c1ccc(N2C(=O)c3ccccc3C2=O)cc1,-2%,i,11%,-10%,1%,inhibitors of VEEV 10K pilot screen=4.1
O=C(NCc1ccncc1)C(=O)NCC1OCCCN1S(=O)(=O)c1ccccc1 (stereo not given),5%,2.5%,-1%,1%,-4%,
O=C(COC(=O)c1ccc(S(=O)(=O)N2CCOCC2)cc1)Nc1nc(-c2ccccc2)cs1,-12%,2.6%,-11%,-6%,-19%,
CCOC(=O)N1CCN(S(=O)(=O)c2c(C(=O)N3CCCCC3)c(C)n(C)c2C)CC1,-21%,i,-2%,2%,-6%,
COc1ccc(CC(=O)NNC(=O)CCc2ccccc2)cc1OC,-14%,0.5%,9%,1%,-12%,
CCOC(=O)c1cnc2ccc(C)cc2c1Sc1ccccc1C(=O)OC,5%,1.2%,-5%,-4%,0%,
CC(=O)Nc1ccc(S(=O)(=O)NCCSCc2ccco2)cc1,-3%,0.4%,10%,0%,11%,
O=C(COC(=O)CSc1ccc(F)cc1)NCc1ccco1,nt,0.2%,-1%,-1%,15%,
O=C1CC(NCc2cccs2)C(=O)N1c1ccc(Cl)cc1 (stereo not given),-9%,1.7%,9%,-13%,-6%,
O=C(CCN1C(=O)c2ccccc2C1=O)Nc1ccncc1,-1%,0.2%,-7%,1%,4%,
Cn1c(=O)c2c(nc(CN3CCN(CCO)CC3)n2CCc2ccccc2)n(C)c1=O,-2%,1.0%,-18%,-6%,-4%,
O=C(COc1ccccc1[N+](=O)[O-])N/N=C/c1cccc(OC(=O)c2ccc3c(c2)OCO3)c1,4%,4.2%,3%,5%,-1%,
Cc1ccc(NC(=O)c2ccc(Cn3cc(Br)cn3)o2)cc1,-5%,4.7%,?,12%,-2%,
COCCN(C(=O)CSc1nnc(C)n1-c1ccccc1)c1c(N)n(Cc2ccccc2)c(=O)[nH]c1=O,-8%,1.5%,5%,-5%,6%,
CCOCC(O)CNC(=O)c1ccc(OC2CCN(C(=O)c3cccnc3)CC2)cc1 (stereo not given),5%,i,-10%,-3%,-6%,
Nn1c(SCc2ccc(F)cc2)nnc1-c1cccnc1,1%,0.9%,6%,-6%,13%,
Oc1ccccc1/C=N/n1c(COc2ccccc2)n[nH]c1=S,-6%,1.1%,2%,7%,-4%,

# An excerpt from above in order of count of non-hydrogen atoms, high to low:
SMILES,Salmonella PhoP GFP,inhibitors of VEEV,tuberculosis growth,H37Rv inhibition,H1N1 NS1A inhibition,others
Cn1c(=O)c2c(nc(CN3CCN(CCO)CC3)n2CCc2ccccc2)n(C)c1=O,-2%,1.0%,-18%,-6%,-4%,
Oc1ccccc1/C=N/n1c(COc2ccccc2)n[nH]c1=S,-6%,1.1%,2%,7%,-4%,
O=C(CCC(=O)OCc1ccc(Br)cc1)Nc1ccccc1,-11%,i,-28%,-11%,-9%,
NC(=O)C(=O)N/N=C/c1cccc(C(F)(F)F)c1,-8%,0.6%,-2%,7%,-3%,
